Screens deposited in PubChem BioAssay by several laboratories.
Rac1 wt GTP bind: alters GTP binding to wildtype human Rac1; P63000; GST-Rac1 beads, fluorescent GTP binding, flow cytometry; actives lie on both sides; 0 = cold GTP competed, 100 = untreated; actives 0.27% (n = 190,000); AID 757; GTP binding activity (% of control), % at 10 µM;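 active = GTP binding activity at least 20 points away from the 100% control level, either lower or higher; inconclusive = compound flagged as likely green fluorescent, judged across all proteins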
Mcl1 Noxa PPI: disrupts binding of human Mcl-1 to Noxa peptide. Q07820. TR-FRET Mcl-1/Noxa peptide binding, 2 h. inhibition, % at 21.7 µM. actives 1.5% (n = 220,000);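 active = compounds that cut the protein-peptide binding signal by more than 50% relative to plate controls in a single-dose test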;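 note: His-tagged Mcl-1 with rhodamine Noxa BH3 peptide and terbium anti-His antibody; 0% = Mcl-1 plus Noxa peptide wells and 100% = peptide-only wells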
Target sequence (Q07820 whole entry, looked up): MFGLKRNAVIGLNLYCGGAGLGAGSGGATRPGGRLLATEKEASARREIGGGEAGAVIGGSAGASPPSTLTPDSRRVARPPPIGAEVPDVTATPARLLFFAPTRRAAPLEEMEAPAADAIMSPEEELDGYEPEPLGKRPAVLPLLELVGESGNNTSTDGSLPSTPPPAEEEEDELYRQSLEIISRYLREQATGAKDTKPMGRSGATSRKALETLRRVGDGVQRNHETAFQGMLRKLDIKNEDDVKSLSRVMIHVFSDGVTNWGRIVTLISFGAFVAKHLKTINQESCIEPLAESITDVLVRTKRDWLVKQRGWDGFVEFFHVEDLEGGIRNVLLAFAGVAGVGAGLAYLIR
Rab7 wt GTP bind: dog Rab7 wildtype GTP binding, inhibitors and activators. GST-Rab7 beads, fluorescent GTP binding, flow cytometry; actives lie on both sides; untreated = 100%, excess cold GTP = 0%. GTP binding activity (percent of control), % at 10 µM. actives 0.055% (n = 190,000). AID 758;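 active = fluorescent GTP binding to Rab7 beads changed by at least 20 points from the 100% baseline, either direction, mostly lower; inconclusive = compound itself probably fluorescent, or too few beads counted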;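 note: median green fluorescence of bound Bodipy-FL-GTP per Rab7 bead population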
HRas wt GTP: human HRas wildtype GTP binding, change in either direction; GST-Ras wt beads, Bodipy-FL-GTP binding, flow cytometry; actives lie on both sides; GTP binding activity, % at 10 µM; actives 0.14% (n = 190,000); P01112;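 active = GTP binding activity at least 20% away from the 100% baseline, either lowered as inhibitor or raised as activator; inconclusive = flagged as likely green fluorescent, judged across all proteins in the well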;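 note: 0% = unlabeled GTP competition control and 100% = no-compound control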
Target sequence (P01112 whole entry, looked up): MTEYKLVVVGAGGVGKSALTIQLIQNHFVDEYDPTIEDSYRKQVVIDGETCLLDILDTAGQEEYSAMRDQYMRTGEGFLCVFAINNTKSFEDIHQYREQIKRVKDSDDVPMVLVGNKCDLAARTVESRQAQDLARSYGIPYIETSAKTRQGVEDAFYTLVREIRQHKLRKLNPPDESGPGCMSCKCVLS
Rab2 wt GTP: changes GTP binding to wildtype dog Rab2A, up or down. P61105. GST-Rab2 wt beads, Bodipy-GTP binding, flow cytometry. GTP binding activity, % at 10 µM. actives 0.19% (n = 190,000). AID 760;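 active = GTP binding activity at least 20 points away from 100%, either lowered or raised; inconclusive = signal likely due to the compound's own green fluorescence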;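 note: 0% = beads with excess unlabeled GTP and 100% = no-compound control corrected for plate trend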
Pf gamet viab: inhibitors of late stage P. falciparum gametocyte viability. P. falciparum stage V gametocytes, ATP luminescence, 24 h. inhibition, % at 10.9 µM. actives 0.065% (n = 150,000). AID 743093;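 active = inhibition above the mean plus 3 SD of compounds within the control limits, set per campaign, cut at about 38% in these data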;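 note: 0% = DMSO wells and 100% = medium only without gametocytes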
Mcl1 Bid PPI: Mcl-1/Bid interaction inhibition. Q07820. TR-FRET Mcl-1/Bid-Dy647 peptide binding, 1536-well. inhibition, % at 21.7 µM. actives 0.97% (n = 220,000);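 active = compounds that cut the binding signal by more than half at the single screening dose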;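 note: His-tagged Mcl-1 with europium anti-His antibody binding Bid BH3 peptide; 0% = Mcl-1 plus peptide wells and 100% = peptide-only wells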
Rac1 mut GTP: human Rac1 activated mutant GTP binding change; actives 0.11% (n = 190,000); P63000; AID 764; percent activity (GTP binding), % at 10 µM; GST-Rac1 activated beads, fluorescent GTP binding, flow cytometry; actives lie on both sides; 100% means binding = to untreated wells;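 active = GTP binding at least 20 percentage points away from the 100% baseline, in either direction, so actives lie on both sides; inconclusive = Compound likely fluorescent itself, or too few beads counted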
Mcl-1 Bim block: human Bim-Mcl-1 interaction inhibition; Bead-based flow cytometry, Bim peptide-Mcl-1 binding; inhibition, % at 10 µM; actives 0.1% (n = 190,000); Q07820; AID 1009; in the data active = inhibition above about 40%;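 note: 0% = no compound tracer wells and 100% = peptide blocker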
Avidin bead fluor: compound fluoresces at 488/530 nm on avidin beads | compound fluorescence 488/530 nm, flow cytometry; active compounds read high | AID 1775 | fluorescence (KMESF) at 10 µM | actives 0.38% (n = 220,000); in the data active = fluorescence above about 47; note: inactives centre near 10
Cdc42 wt GTP: human Cdc42 wildtype GTP binding change, either direction; P60953; GST-Cdc42 beads, Bodipy-GTP binding, flow cytometry; actives lie on both sides; percent activity (GTP binding), % at 10 µM; actives 0.2% (n = 190,000);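 active = percent activity GTP binding at least 20 points away from the 100% baseline, either down as inhibitor or up as activator; inconclusive = compound flagged as likely green fluorescent from well-wide comparison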;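 note: median bead fluorescence of bound Bodipy-FL-GTP at 100 nM; 0% = excess unlabeled GTP control and 100% = no compound control; below 100% means less GTP binding so inhibitor and above means activator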
Target sequence (P60953 whole entry, looked up): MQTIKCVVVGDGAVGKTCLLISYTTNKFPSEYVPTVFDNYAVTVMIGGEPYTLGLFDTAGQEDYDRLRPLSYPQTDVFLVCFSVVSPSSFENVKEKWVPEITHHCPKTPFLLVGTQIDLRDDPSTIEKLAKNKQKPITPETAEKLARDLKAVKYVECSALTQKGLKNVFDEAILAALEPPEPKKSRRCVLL
* hit, by the source's call; ? = inconclusive; nt = not tested or not shown.

SMILES	Rac1 wt GTP bind	Mcl1 Noxa PPI	Rab7 wt GTP bind	HRas wt GTP	Rab2 wt GTP	Pf gamet viab	Mcl1 Bid PPI	Rac1 mut GTP	Mcl-1 Bim block	Avidin bead fluor	Cdc42 wt GTP
CN(C)CCCN(C(=O)COc1ccc(Cl)cc1)c1nc2c(F)cccc2s1	100.0	20.7	97.0	95.0	96.0	5.6	12.7	95.0	-2.0	7	96.0
COc1ccc(S(=O)(=O)N2CCCCC2)cc1-n1cnnn1	99.0	8.7	101.0	98.0	97.0	nt	-29.0	97.0	-1.0	12	99.0
O=C(Cn1c(=O)n(Cc2ccco2)c(=O)c2c3c(sc21)CCCCC3)c1ccccc1	105.0	41.5	101.0	102.0	101.0	nt	-18.1	100.0	-4.0	27	103.0
CC1(C)CC(NC(=S)Nc2ccc([N+](=O)[O-])cc2)CC(C)(C)N1	100.0	15.6	102.0	98.0	100.0	nt	-47.7	97.0	1.0	10	103.0
CCC(=O)Nc1ccc(C(=O)N/N=C/c2ccccc2[N+](=O)[O-])cc1	104.0	23.4	100.0	99.0	97.0	nt	2.2	98.0	2.0	28	97.0
CCCN1Cc2cccc(C(=O)NCc3cccs3)c2C1=O	102.0	18.2	96.0	99.0	96.0	nt	-6.5	98.0	1.0	2	97.0
Cc1ccccc1Oc1ccccc1N	103.0	-4.0	95.0	99.0	98.0	4.2	-32.0	93.0	0.0	9	100.0
Cc1cc(C)cc(-c2nnc(SCc3ccc(C(=O)O)cc3)o2)c1	90.0	7.4	90.0	90.0	89.0	nt	-3.9	90.0	-1.0	24	89.0
COC1CCN(C(=O)CC2C(=O)NCCN2CC(C)(C)C)CC1 (centres undefined)	97.0	1.6	98.0	96.0	98.0	-9.9	-169.5	95.0	0.0	0	96.0
CCC(=O)n1nc(-c2ccc(Cl)cc2)nc1SC	102.0	-7.7	100.0	100.0	103.0	nt	0.9	98.0	-1.0	4	101.0
COC(=O)c1cscc1NC(C)=O	96.0	-15.2	99.0	98.0	96.0	-9.9	0.7	94.0	-1.0	5	96.0
COc1ccc(/C=C/C(=O)Nc2cc(C)nn2-c2nc3ccccc3n2Cc2cccc([N+](=O)[O-])c2)cc1	102.0	19.7	101.0	100.0	103.0	nt	-25.7	101.0	-1.0	7	101.0
Cc1cccc(NS(=O)(=O)c2ccc3[nH]c(=O)cc(C(=O)OC(C)C(=O)Nc4ccc([N+](=O)[O-])cc4)c3c2)c1 (centres undefined)	91.0	8.1	91.0	92.0	91.0	-8.0	7.2	92.0	-1.0	8	88.0
Cc1ccc(CC(=O)OCC(=O)NC2CCCC(C)C2C)cc1C (centres undefined)	103.0	10.4	102.0	104.0	105.0	nt	-2.1	100.0	-1.0	12	104.0
CCOC(=O)C1(CCCc2ccccc2)CCN(C(=O)C2CCCN(C(N)=O)C2)CC1 (centres undefined)	95.0	-1.6	96.0	94.0	95.0	6.3	-10.5	92.0	0.0	3	93.0
CC(C)OC(=O)c1cccnc1SCC(=O)N(C)c1ccccc1	106.0	1.7	102.0	101.0	100.0	-0.8	-9.3	99.0	-1.0	12	104.0
Cc1nccc(-c2ccc(-n3cnc4ccccc43)cc2)n1	103.0	0.2	99.0	99.0	101.0	-12.4	-3.6	99.0	5.0	4	102.0
Cc1ccccc1-c1nc2ccccc2[nH]1	106.0	-9.2	102.0	101.0	101.0	nt	2.1	99.0	-7.0	4	99.0
CCCCn1c(CNC(=O)Cc2ccccc2)nc2ccccc21	104.0	18.5	100.0	99.0	99.0	nt	2.0	99.0	2.0	6	103.0
Clc1ccc(OC2CCN(Cc3nc(CC4CC4)no3)CC2)cc1	105.0	-0.2	105.0	101.0	101.0	nt	-20.8	97.0	0.0	13	97.0
CC(=O)N=c1sc2cc(C)ccc2n1C	111.0	13.7	102.0	104.0	104.0	nt	-20.9	101.0	-5.0	8	104.0
S=C(Nc1ccccc1)N1CCN(C2CCCCC2)CC1	105.0	3.3	102.0	100.0	100.0	nt	-26.5	95.0	-3.0	16	103.0
Cc1ccc(-c2nn3cnnc3c3ccccc23)cc1	95.0	14.2	108.0	99.0	102.0	13.8	-12.3	98.0	2.0	10	98.0
CCOc1ccc2nc(NC3=NC(c4ccc(OC)cc4)CC(=O)N3)nc(C)c2c1 (centres undefined)	?	-25.4	?	?	?	7.6	-102.3	?	-5.0	18	?
Cc1nn(CC(=O)Nc2c(C)n(C)n(-c3ccccc3)c2=O)c(C)c1[N+](=O)[O-]	88.0	-8.2	91.0	91.0	93.0	-26.4	-9.7	93.0	-23.0	33	94.0
Cc1ccc(CSCCNC(=O)CSc2ccccc2)cc1	101.0	2.4	99.0	100.0	99.0	14.3	-18.8	95.0	-2.0	1	100.0
Cc1ccc(CCNC(=O)C2CCN(S(=O)(=O)N3CCCC3)CC2)cc1	105.0	21.6	98.0	102.0	102.0	nt	-7.6	101.0	-3.0	34	103.0
CCn1cc(C2=NC(c3ccccc3)CO2)c2ccccc21 (centres undefined)	103.0	6.7	103.0	100.0	99.0	nt	-7.5	99.0	-2.0	7	99.0
COc1ccccc1N/C(=N/S(=O)(=O)c1ccc(Cl)cc1)c1ccccc1	97.0	-3.7	97.0	96.0	98.0	nt	-6.0	96.0	-1.0	12	98.0
COc1ccc(-c2nnc(SCC(=O)Nc3ccc4c(c3)OCCO4)n2N)cc1OC	98.0	1.5	99.0	98.0	96.0	10.8	-37.7	96.0	0.0	8	97.0
CCOc1ccc(NC(=O)CN2CCN(CC(=O)Nc3ccc(C(=O)OC)cc3)CC2)cc1	104.0	3.5	98.0	98.0	100.0	0.6	-27.9	100.0	0.0	5	97.0
Cc1cc(Nc2cccc(C)c2C)n2ncnc2n1	104.0	-4.3	98.0	101.0	100.0	nt	-0.6	97.0	0.0	7	101.0
O=C(c1cc2ccccn2n1)N1CCN(c2cccc(C(F)(F)F)c2)CC1	110.0	8.1	105.0	102.0	103.0	nt	-0.8	101.0	-1.0	24	106.0
CCCCNC(=O)C1CCN(S(=O)(=O)N2CCOCC2)CC1	101.0	6.5	100.0	98.0	97.0	19.8	-21.6	97.0	-3.0	8	98.0
O=C1CC(C(=O)Nc2ccccc2)S/C(=N\N=C\c2ccco2)N1 (centres undefined)	100.0	21.7	100.0	95.0	98.0	-10.0	-18.0	97.0	-5.0	15	96.0
COCCNC(=S)N(CCc1c(C)[nH]c2ccc(C)cc12)Cc1ccco1	99.0	4.5	105.0	97.0	96.0	-16.9	-9.9	98.0	0.0	8	95.0
CC1CCCC(NC(=O)c2ccc3c(=O)n(CC4CCCO4)c(=O)[nH]c3c2)C1C (centres undefined)	106.0	-4.6	103.0	102.0	102.0	nt	12.3	100.0	-1.0	40	103.0
COc1ccc(/C=C2\Sc3ccc(C(=O)NCc4cccnc4)cc3N(C)C2=O)cc1OC	98.0	26.6	101.0	100.0	99.0	-1.4	-10.2	94.0	1.0	6	97.0
CCN(CC)CCCNC(=O)CCC(=O)NNc1nc2ccccc2c2nc(C)nn12	101.0	-3.4	106.0	98.0	100.0	-23.2	-20.2	95.0	-5.0	13	99.0
C=CCNC(=S)Nc1ccc(Cl)cc1F	102.0	10.9	102.0	97.0	98.0	5.1	-28.2	96.0	-1.0	12	97.0
COC(=O)c1ccccc1S(=O)(=O)N(Cc1ccco1)Cc1cc2cc(OC)ccc2[nH]c1=O	101.0	36.9	100.0	97.0	96.0	nt	1.4	96.0	-3.0	12	94.0
Cc1cc(C(=O)Nc2cccnc2)cs1	102.0	-5.1	101.0	100.0	99.0	-7.5	-13.6	98.0	0.0	5	100.0
O=C(N/N=C\c1ccc(Cl)s1)c1ccc(Cn2cccn2)o1	103.0	-1.0	103.0	99.0	97.0	-25.8	-13.3	102.0	-3.0	2	98.0
S=C(Nc1ccccc1)N1CCn2c1nc1ccccc12	104.0	-29.3	101.0	100.0	100.0	nt	-74.2	98.0	-2.0	29	99.0
O=C(CSc1nc(-c2ccc(F)cc2)nc2c1Cc1ccccc1O2)Nc1ccc(C(=O)O)cc1	95.0	-76.5	94.0	91.0	91.0	-0.9	49.1	92.0	0.0	12	92.0
O=C(Nc1ccc(F)c(F)c1)c1oc2ccccc2c1NC(=O)C1CCCO1 (centres undefined)	94.0	-6.5	101.0	95.0	92.0	9.6	-15.5	93.0	4.0	22	95.0
CCOC(=O)c1nnn(-c2nonc2N)c1CN1CCc2ccccc2C1	103.0	-6.0	107.0	105.0	107.0	11.6	-16.9	100.0	-5.0	11	108.0
CC1CCN(C(=O)c2ccc(NS(C)(=O)=O)cc2)CC1	115.0	0.4	102.0	102.0	100.0	8.0	-25.7	101.0	-2.0	nt	107.0

Looked up above.
Reading of S=C(Nc1ccccc1)N1CCn2c1nc1ccccc12 under Rac1 wt GTP bind: 104.0
Reading of Cc1cc(C(=O)Nc2cccnc2)cs1 under Rac1 mut GTP: 98.0

Next section:
SMILES	Rac1 wt GTP bind	Mcl1 Noxa PPI	Rab7 wt GTP bind	HRas wt GTP	Rab2 wt GTP	Pf gamet viab	Mcl1 Bid PPI	Rac1 mut GTP	Mcl-1 Bim block	Avidin bead fluor	Cdc42 wt GTP
CC(C)(C)C1CCc2[nH]c3ccccc3c(=O)c2C1 (centres undefined)	106.0	-6.2	100.0	105.0	101.0	nt	-5.6	104.0	3.0	7	106.0
CCOC(=O)C1(Cc2ccc(OC)cc2)CCN(C(=O)C2=CCCC2)CC1	103.0	6.9	99.0	101.0	101.0	12.0	-5.1	97.0	4.0	11	99.0
N#CCCN1CCNCC1	93.0	7.6	93.0	95.0	93.0	nt	-4.2	93.0	0.0	36	96.0
CCOc1ccc(S(=O)(=O)N2CCOCC2)cc1[N+](=O)[O-]	107.0	-0.5	99.0	100.0	100.0	-45.1	2.8	98.0	1.0	12	104.0
O=C(NCc1ccccc1)C(=O)NCC1OCCN1S(=O)(=O)c1ccc2c(c1)OCCO2 (centres undefined)	106.0	-12.9	97.0	102.0	102.0	nt	-0.1	98.0	-2.0	7	101.0
Cc1c(NC(=O)C(CC(=O)O)NCc2ccco2)c(=O)n(-c2ccccc2)n1C (centres undefined)	106.0	6.4	104.0	102.0	102.0	nt	0.3	99.0	6.0	8	103.0
C=CCOC(=O)C1=C(C)NC(=O)NC1/C=C/c1ccccc1 (centres undefined)	107.0	-0.9	104.0	103.0	103.0	nt	-6.2	101.0	-5.0	33	107.0
O=c1cnnc(Nc2cccc(C(F)(F)F)c2)[nH]1	98.0	21.1	105.0	97.0	98.0	-2.2	1.4	94.0	-3.0	3	96.0
